Screens as filed in PubChem.
USP2a block: blocks human ubiquitin-specific protease USP2a; 0.01% of 330,000 active; Potency, µM (doses to about 38.3 µM), for inactives: at the top dose activity change, negative = inhibition, most hits filed as inhibitors; AID 463254; USP2 core, Ub-CHOP2 coupled fluorogenic reporter, 485/531; O75604;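 further: potency means the concentration at half of the fitted maximal effect; plate controls were DMSO wells for no effect and full inhibition by NEM control for full effect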
Target sequence (O75604 whole entry, looked up): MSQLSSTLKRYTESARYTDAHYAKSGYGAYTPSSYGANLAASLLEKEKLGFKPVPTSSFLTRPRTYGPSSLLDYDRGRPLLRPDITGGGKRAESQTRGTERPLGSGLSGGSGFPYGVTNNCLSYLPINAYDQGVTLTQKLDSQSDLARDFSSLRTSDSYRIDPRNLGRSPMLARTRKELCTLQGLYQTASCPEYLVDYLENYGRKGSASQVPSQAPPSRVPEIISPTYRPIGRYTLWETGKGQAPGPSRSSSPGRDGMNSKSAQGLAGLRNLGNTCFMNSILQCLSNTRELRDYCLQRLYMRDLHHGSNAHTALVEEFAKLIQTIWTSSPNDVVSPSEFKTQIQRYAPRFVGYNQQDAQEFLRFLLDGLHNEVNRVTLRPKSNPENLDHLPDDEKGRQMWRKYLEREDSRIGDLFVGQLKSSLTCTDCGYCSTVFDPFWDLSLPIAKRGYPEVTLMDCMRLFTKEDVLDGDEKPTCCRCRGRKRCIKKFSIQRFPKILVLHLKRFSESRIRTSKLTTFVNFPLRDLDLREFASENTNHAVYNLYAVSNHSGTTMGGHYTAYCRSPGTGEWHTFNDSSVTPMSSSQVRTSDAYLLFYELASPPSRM
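Deubiquitinase activity read as fluorescence (485/531 nm) after Ub-CHOP2 cleavage activates the enterokinase reporter on its substrate; USP2 core 10nM, Ub-CHOP2 and substrate 25nM each, 30min compound preincubation then 60min RT; data normalized to NEM, curves fitted.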
KCNH2 3.1 block: KCNH2 3.1 (human) potassium channel inhibition | activity change, % (tested at about 1.8 µM) | U2OS KCNH2 3.1, thallium flux FluxOr; stronger effect = lower value | 0.95% of 340,000 active;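 active means maximum activity change below -70%; inconclusive means maximum activity change from -70% to -50%; inactive means maximum activity change above -50%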;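 further: thallium influx rate constant from kinetic fluorescence after stimulation buffer; on the % scale 0 is the no-effect control and ±100 the full control effect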
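We transduce U2OS cells with the mutant 3.1 virus, culture them overnight, load FluxOr with Red40 quencher for 45 min, then add stimulation buffer and read kinetically for 2 min to derive a normalized rate constant.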
Menin-MLL TR inh: inhibitors of human menin-MLL interaction, mutant MLL peptide | O00255 | Menin + Texas Red MLL mutant peptide, fluorescence polarization | Potency, µM (titrated, usually from 61.6 µM), for inactives: at the highest dose FP activity change, negative = inhibition, hits mostly inhibitors | 0.23% of 270,000 active; active means well fitted inhibition curve with a large enough effect in the polarisation, with a control signal flat, not every such curve was filed as active; inconclusive means small, poorly fitted or top-dose-only effect, or effect the other way, or a change in a side signal; inactive means no such curve, though single readings can be large or run the other way; the % refers to the polarisation; further: potency means the concentration at half of the fitted maximal effect; % of control where 0% means no effect; many of its hits are not listed in these tables
Giardia kill: Giardia lamblia killing | Giardia lamblia trophozoite viability | activity change, % at 7.66 µM, hits read low | 0.15% of 340,000 active | AID 540267; in the data active means activity change below about -80%; inconclusive means between about -30% and that limit;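 further: parasites exposed to compound for two days anaerobically before the ATP read; on the % scale 0 is the no-effect control and ±100 the full control effect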
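Luminescent ATP signal served as the viability read-out, measured 15-30 min after adding ATP detection reagent to trophozoites that had been incubated with compounds for 48 hrs at 37 deg C anaerobically at 100 cells/well.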
Coupling enz: inhibits coupling enzyme system, counter-screen for aldolase hits | activity change, negative = inhibition, % at 58.2 µM, hits read low | 0.67% of 290,000 active | coupling enzyme system counterscreen, AmpLite Red fluorescence | AID 2472; in the data active means activity change below about -30%; further: on the % scale 0 is the no-effect control and ±100 the full control effect
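Coupling enzymes only (glyceraldehyde-3-phosphate) + compound, at 57.5 uM final, 10 min RT; add substrate/coupling/AmpLite Red mix, 20 min RT; fluorescence ex 525/em 598 nm. Actives flag coupling-system interference.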
PKM2 act: activators of human pyruvate kinase M2; purified PKM2, Kinase-Glo ATP luminescence, activation; response scale: 0% is enzyme alone, no compound; P14618; AID 1631; 0.34% of 260,000 active; Potency, µM (series often up to 57.5 µM), inactives show at the top dose activation, most hits filed as activators; further: potency means the concentration at half of the fitted maximal effect; on the % scale 0 is the no-effect control and ±100 the full control effect; nearly all actives have a fitted effect of over 55% in size
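ATP formation by purified human PK-M2, quantified via coupled luciferase luminescence after 1 h at room temperature with 0.1 mM ADP and 0.5 mM PEP final.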
B2AR arrestin: beta2AR (human) beta-arrestin recruitment activity; beta-arrestin recruitment to beta2AR, cell-based reporter; Potency, µM (highest dose often 46.1 µM), inactives show at the highest dose activation, most hits filed as activators; 0.02% of 330,000 active; AID 492947;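 further: potency means the concentration at half of the fitted maximal effect; 0% = DMSO controls and full agonism = EC100 isoproterenol or metaproterenol; nearly all actives have a fitted effect of over 65% in size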
GALK inhibitor: inhibitors of human galactokinase; Potency, µM (top dose mostly 57.5 µM), for the others: at the highest dose activity change, negative = inhibition, actives largely listed as inhibitors; Purified GALK, Kinase-Glo residual ATP luminescence; 0.007% of 270,000 active; AID 1868; further: potency means the concentration at half of the fitted maximal effect; on the % scale 0 is the no-effect control and ±100 the full control effect
Target sequence (P51570 whole entry, looked up): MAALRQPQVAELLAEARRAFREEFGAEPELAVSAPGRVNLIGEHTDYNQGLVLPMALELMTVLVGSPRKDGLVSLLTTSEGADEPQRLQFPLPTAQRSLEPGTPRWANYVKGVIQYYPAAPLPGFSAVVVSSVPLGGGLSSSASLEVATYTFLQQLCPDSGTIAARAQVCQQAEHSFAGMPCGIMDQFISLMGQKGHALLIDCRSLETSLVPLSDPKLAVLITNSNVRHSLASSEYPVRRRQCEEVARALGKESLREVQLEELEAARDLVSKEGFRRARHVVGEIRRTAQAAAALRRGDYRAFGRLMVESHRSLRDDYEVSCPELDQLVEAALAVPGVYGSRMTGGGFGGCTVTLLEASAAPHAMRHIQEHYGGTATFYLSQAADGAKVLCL
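Kinase-Glo Plus luminescence measured ATP left after a 1 h room-temperature reaction. The reaction used 5 nM GALK, 100 uM galactose and 35 uM ATP at pH 8.0 (20 mM HEPES, 5 mM MgCl2, 60 mM NaCl, 1 mM DTT, 0.01% BSA).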
CXXC DNA block: blocks binding of human MLL CXXC domain to DNA | Potency, µM (top dose mostly 115 µM), for inactives: top-dose activity change, negative = inhibition, hits mostly inhibitors | 0.037% of 290,000 active | MLL-CXXC / FITC-HOXA9 DNA fluorescence polarization | Q03164; active means well fitted inhibition curve with a large enough effect in the polarisation, with a control signal flat, not every such curve was filed as active; inconclusive means small, poorly fitted or top-dose-only effect, or effect the other way, or a change in a side signal; inactive means no such curve, though single readings can be large or run the other way; the % refers to the polarisation; further: potency means the concentration at half of the fitted maximal effect
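Purified MLL-CXXC (added from a 7 uM solution) was preincubated 5 min at ambient with pinned compounds in 50 mM Tris-HCl pH 7.5, 50 mM NaCl, 1 mM DTT, 0.05% BSA. Fluorescein-labeled HOX-A9 DNA (50 nM solution) followed, 30 min, then polarization read.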
TRPV1 agonist: activates the human vanilloid receptor TRPV1; activation, % at 8.33 µM; 0.19% of 320,000 active; TRPV1-expressing cells, Fluo-8 calcium influx, agonist mode; in the data active means activation above about 80%; inconclusive means between about 30% and that limit; further: 0% is about no effect
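Fluo-8 calcium influx in TRPV1-expressing cells, kinetic read (ex 480/em 520 nm). Compound added and read 3 min for agonist activity, followed by capsaicin at EC20 final and 2 min further read for enhancement.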
KCNH2 WT inh: inhibitors of human wildtype KCNH2 potassium channel | Q12809 | U2OS, BacMam KCNH2, thallium flux FluxOr; stronger effect = lower value | activity change, % at 1.84 µM | 0.37% of 340,000 active | AID 720551;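 active means maximum activity change below -70%; inconclusive means maximum activity change between -70% and -50%; inactive means maximum activity change above -50%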; further: on the % scale 0 is the no-effect control and ±100 the full control effect
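U2OS cells transduced with wild-type KCNH2 virus are loaded with FluxOr dye for 45 min, and thallium flux is measured in kinetic reads before and after stimulation buffer. Rate constants are normalized to DMSO controls.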
Numbers without * were called inactive; ? = inconclusive; nt = no result given; [ ] = remark or other dose. Unless noted, the call rests on the fitted dose curve; in most records, active means well fitted curve in the direction sought with a large enough effect; inconclusive means small, poorly fitted or top-dose-only effect, or another doubt; inactive means no such curve, though single readings can be large; an effect the other way counts as inactive or inconclusive.

Every second line gives: USP2a block, KCNH2 3.1 block, Menin-MLL TR inh, Giardia kill, Coupling enz, PKM2 act, B2AR arrestin, GALK inhibitor, CXXC DNA block, TRPV1 agonist, KCNH2 WT inh
1) Cc1c(CCC(=O)NCCC(=O)O)c(=O)oc2c(C)c3oc4c(c3cc12)CCCC4
→ 0%, 2, ?, -5, 1, nt, 0.5%, 0%, 3%, 8, -1
2) CN(C)CCCNC(=O)C[C@H]1C[C@H](C(=O)N2CCCCC2)[C@@]2(C)c3[nH]c4cc(-c5ccco5)ccc4c3CCN2C1=O
→ 1%, -23, nt, 0, nt, nt, -0.1%, nt, nt, nt, 0
3) CCn1c2ccccc2c2cc(NC(=O)COc3ccccc3OC)ccc21
→ 2%, 7, 23%, -6, 0, -1%, 0.0%, 2%, 8%, 19, -47
4) O=C(COc1ccc(Oc2ccccc2)cc1)NC1CCS(=O)(=O)C1 (stereo not given)
→ 3%, -14, nt, -11, nt, nt, -0.2%, nt, nt, nt, -6
5) CCc1ccc2c(c1)C(=O)c1ccccc1C2=O
→ 0%, -6, 6%, -9, 3, -14%, -0.9%, 3%, 5%, 1, -20
6) CCn1c(NCCO)nc2c(c1=O)C(C)(CC)Cc1ccccc1-2 (stereo not given)
→ -1%, 5, nt, 10, -1, -42%, -1.0%, nt, 1%, 19, 1
7) COC(=O)c1sccc1NC(=O)COc1cccc(C)c1
→ 0%, 2, nt, 4, -1, -5%, -0.2%, -2%, -3%, ?, -1
8) CC(/C=N/NC(=O)Cn1nccc1C)=C\c1ccc(C(C)C)cc1
→ -2%, -8, 5%, 8, -1, -7%, -2.7%, 0%, 10%, ?, 3
9) O=C(NCC1CCCO1)C(c1ccc(F)cc1)N(C(=O)Cn1nnc(-c2ccc(F)cc2)n1)c1cccc(O)c1 (stereo not given)
→ -1%, 12, -22%, 1, -7, -1%, -0.1%, 5%, 4%, 9, 0
10) CCOc1ccc(C(=O)N2CCN(CC(=O)N3CCCC3)CC2)cc1OCC
→ 0%, -11, nt, -27, nt, nt, -2.5%, nt, nt, 4, -8
11) Cc1ccc(C)c2[nH]c(=O)c(CCNC(=O)c3cc4ccccc4o3)cc12
→ 1%, 11, 7%, -10, 1, 2%, 0.2%, 0%, 5%, 4, 15
12) Cn1c(Cc2ccccc2)[n+](C)c2ccccc21
→ 8%, 6, 2%, 3, -2, 2%, -0.1%, -2%, 3%, 1, -3
13) Cc1ccccc1CN1CCCC(C(=O)Nc2ccc(-c3ccn[nH]3)cc2)C1 (stereo not given)
→ 0%, 6, nt, 10, nt, 2%, -1.0%, 3%, -1%, 1, 8
14) Cc1cc(NC(=O)CSCC(=O)Nc2cc(C(F)(F)F)ccc2N2CCOCC2)no1
→ 0%, 13, nt, 11, nt, nt, -0.8%, nt, nt, 1, 14
15) COc1ccccc1OCC(O)Cn1c(Br)nc2c1c(=O)[nH]c(=O)n2C (stereo not given)
→ 2%, 11, 6%, 8, 2, 0%, -0.9%, 12%, -3%, -2, -3
16) CC1CCCCN1C(=O)C1CCCCN1S(=O)(=O)c1cccc([N+](=O)[O-])c1 (stereo not given)
→ 0%, -4, nt, 1, -2, 0%, -0.2%, -3%, 9%, 17, 12
17) CCCCC(=O)Nc1c(C)cc(C)cc1Cl
→ 13%, -3, -1%, 12, 5, 4%, 0.1%, 1%, -1%, -4, -18
18) NC(=O)c1sc(=S)n2c1[nH]c(=O)c1sccc12
→ -2%, 8, ?, 4, 5, -59%, -0.1%, -7%, -5%, 0, 3
19) COc1ccc(-n2nc3c(c2NC(=O)c2ccc(S(=O)(=O)N4CCOCC4)cc2)CS(=O)C3)cc1 (stereo not given)
→ 1%, 4, -2%, -15, -4, 4%, -0.2%, -2%, 5%, 2, -1
20) c1ccc2c(c1)CNc1ccccc1C2
→ -1%, 6, 6%, -7, -2, -1%, -0.6%, -1%, 4%, -3, -16
21) CCOc1ccc(S(=O)(=O)NC(C)C(=O)NCc2ccc3c(c2)OCO3)cc1 (stereo not given)
→ -2%, 41, 4%, -6, 0, nt, 0.1%, 5%, -5%, -2, 0
22) O=C(O)c1ccc(NS(=O)(=O)c2ccc3c(c2)C(=O)c2cc(S(=O)(=O)Nc4ccc(C(=O)O)cc4)ccc2-3)cc1
→ -7%, -2, 14%, -19, 0, 3%, 0.2%, 0%, -26%, -1, -6
23) O=C(NC(=Nc1ccccc1)N1CCOCC1)Nc1ccccc1
→ -1%, 4, 6%, -12, 0, -2%, 0.5%, 5%, 0%, -3, -6
24) COc1ccc(OC)c(-n2c(-c3cccc(S(=O)(=O)N(C)C)c3)n[nH]c2=S)c1
→ 9%, 5, 10%, -12, 0, 0%, 0.5%, -2%, 5%, 2, 14
25) CC(NC(=O)c1ccco1)C(=O)OCc1cccc(C(F)(F)F)c1 (stereo not given)
→ -2%, 9, nt, 9, nt, nt, -0.7%, nt, nt, nt, 15
26) CN1CCN(C(=S)Nc2ccccc2Cl)CC1
→ 2%, -24, 5%, 3, 2, -2%, 0.5%, -3%, 6%, -1, -6
27) CN(C)C(=O)CCc1ccc2c3c([nH]c2c1)[C@]1(C)[C@@H](C(=O)N2CCCCC2)C[C@H](CC(=O)NCC24CC5CC(CC(C5)C2)C4)C(=O)N1CC3
→ -2%, 14, nt, 33[activator], nt, nt, -0.6%, nt, nt, nt, 0
28) Cc1ccc(NC(=O)Cn2c(C)csc2=O)cc1
→ -5%, 9, nt, -25, nt, nt, -0.4%, nt, nt, 3, 1
29) Cc1ccc(N(CC(=O)NC2CCCCC2)C(=O)CNC(=O)c2ccco2)cc1F
→ 3%, -3, -13%, 1, 0, nt, 0.3%, 11%, 11%, 2, -14
30) Cn1cnc2c(cnn2-c2ccccc2)c1=O
→ 5%, 26, 7%, 16, -3, nt, 0.1%, 3%, 21%, 1, -3
31) COc1ccc2c(c1)S/C(=C\C(=O)c1ccncc1)N2C
→ 21%, -2, 2%, 7, -4, ?, 0.1%, 8%, ?, 1, 6
32) CCOc1ccccc1N1CCN(C(=O)c2c(-c3ccccc3Cl)noc2C)CC1
→ 0%, -4, -19%, -3, 1, -2%, -0.8%, 2%, 22%, ?, -10
33) O=C1c2ccccc2C(=O)N1CCCc1nc(-c2ccncc2)no1
→ -2%, -20, 0%, -16, 1, 2%, -0.8%, 2%, 10%, 1, -6
34) CCOc1ccccc1NC(=O)/C=C/C(N)=O
→ -2%, -8, -5%, 6, 1, 22%, -0.2%, -1%, 11%, -2, 13
35) COc1ccc(-n2c(-c3ccco3)n[nH]c2=S)cc1
→ -2%, -3, 0%, -9, 0, -15%, -0.3%, 6%, -5%, -1, -3
36) CN1C(=O)c2ccc(NC(=S)NC(=O)C(C)(C)C)cc2C1=O
→ 3%, -9, -4%, 2, 5, -2%, -0.6%, 2%, 4%, 3, 18
37) OCCC1CN(Cc2ccon2)CCN1Cc1ccc(F)c(F)c1 (stereo not given)
→ -2%, -2, 0%, -5, -6, -9%, -1.1%, 5%, ?, -7, -5
38) Cc1ccc(CN(Cc2ccco2)S(=O)(=O)c2ccc(S(=O)(=O)NCC3CCCO3)cc2)cc1 (stereo not given)
→ -10%, -4, 0%, -23, 1, 3%, -0.1%, -1%, 6%, -4, 4

4 entries from above, sorted by formula weight, descending:
Every second line gives: USP2a block, KCNH2 3.1 block, Menin-MLL TR inh, Giardia kill, Coupling enz, PKM2 act, B2AR arrestin, GALK inhibitor, CXXC DNA block, TRPV1 agonist, KCNH2 WT inh
21) CCOc1ccc(S(=O)(=O)NC(C)C(=O)NCc2ccc3c(c2)OCO3)cc1 (stereo not given)
→ -2%, 41, 4%, -6, 0, nt, 0.1%, 5%, -5%, -2, 0
25) CC(NC(=O)c1ccco1)C(=O)OCc1cccc(C(F)(F)F)c1 (stereo not given)
→ -2%, 9, nt, 9, nt, nt, -0.7%, nt, nt, nt, 15
17) CCCCC(=O)Nc1c(C)cc(C)cc1Cl
→ 13%, -3, -1%, 12, 5, 4%, 0.1%, 1%, -1%, -4, -18
34) CCOc1ccccc1NC(=O)/C=C/C(N)=O
→ -2%, -8, -5%, 6, 1, 22%, -0.2%, -1%, 11%, -2, 13

The list is partial; rates above refer to the full screens.
